# High-throughput results deposited in PubChem BioAssay by National Center for Advancing Translational Sciences (NCATS).
# MCF10A rerep: A quantitative high throughput screen for small molecules that induce DNA re-replication in MCF 10a normal breast cells | 2.9% of 350,000 active | MCF 10A DNA re-replication, Hoechst nuclear intensity, 48 h | Potency, µM (top dose mostly 46.1 µM), inactives show at the top dose activity, positive = re-replication, usual class: activators | AID 624296, 2012; further: potency means the concentration at half of the fitted maximal effect; % of control where 0% means no effect; nearly all actives have a fitted effect of over 50% in size
# KB-V1 MDR tox: qHTS assay for MDR1-selective chemotherapeutics: Primary screen using the drug-selected MDR subline cells KB-V1; KB-V1 MDR cells viability, CellTiter-Glo, 72 h; Potency, µM (titrated, usually from 46.1 µM), inactives show top-dose activity change, negative = cytotoxicity, actives largely listed as cytotoxic; 3.4% of 400,000 active; further: potency means the concentration at half of the fitted maximal effect; on the % scale 0 is the no-effect control and ±100 the full control effect; nearly all actives have a fitted effect of over 60% in size
#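 Cells of the MDR subline KB-V1 are plated, dosed with compound at multiple concentrations, and incubated 72 h at 37 degrees C; CellTiter-Glo is then added and luminescence read after 10 min.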
# S2 tox: Viability Counterscreen for Primary qHTS for Inhibitors of ATXN expression; 0.49% of 400,000 active; S2 cells (HEK-293 line with an ATXN2-luciferase reporter) viability, CellTiter-Fluor protease fluorescence, 24 h; Potency, µM (titrated, usually from 56.7 µM), hits mostly cytotoxic; further: potency means the concentration at half of the fitted maximal effect; nearly all actives have a fitted effect of over 40% in size
# HT1080NT lethal: qHTS for induction of synthetic lethality in tumor cells producing 2HG: qHTS for the HT-1080-NT fibrosarcoma cell line. 1.6% of 360,000 active. Potency, µM (top dose mostly 46.1 µM), for the others: at the highest dose activity, negative = less viability, actives largely listed as cytotoxic. HT-1080-NT fibrosarcoma viability, CellTiter-Glo ATP luminescence, 48 h;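 further: NT is the 2HG producing partner of a matched IDH1 knockdown line; potency means the concentration at half of the fitted maximal effect; 0% = DMSO-treated cells and -100% = media-only wells without cells; nearly all actives have a fitted effect of over 55% in size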
#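 Viability of the 2HG-overproducing fibrosarcoma line after 48 hours of compound exposure at 37 degrees C was determined by luminescence with CellTiter-Glo, and concentration-effect curves were then fitted and categorized.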
# KB-3-1 cytotox: qHTS assay for MDR1-selective chemotherapeutics: Primary screen using the parental adenocarcinoma cell KB-3-1; 1.4% of 400,000 active; KB-3-1 viability, CellTiter-Glo ATP luminescence, 72 h; Potency, µM (doses to about 46.1 µM), without a hit: at the top dose activity change, negative = cytotoxic, actives largely listed as cytotoxic; further: potency means the concentration at half of the fitted maximal effect; on the % scale 0 is the no-effect control and ±100 the full control effect; nearly all actives have a fitted effect of over 60% in size
#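 Using CellTiter-Glo luminescence, growth of non-resistant KB-3-1 adenocarcinoma cells is assessed 72 h after pin-tool compound addition at 37 °C. Normalized responses across the concentration series yield fitted curves.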
# HT1080 IDH1KD tx: qHTS for induction of synthetic lethality in tumor cells producing 2HG: qHTS for the HT-1080-IDH1KD cell line; AID 686971, 2013; 2% of 360,000 active; Potency, µM (series often up to 46.1 µM), for inactives: at the top dose activity, negative = toxicity, usual class: cytotoxic; HT-1080 IDH1 knockdown viability, ATP luminescence, 48 h;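 further: potency means the concentration at half of the fitted maximal effect; 0% = DMSO wells and -100% = cell-free medium wells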
#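 Luminescent ATP read-out (CellTiter-Glo, 10 min at room temperature) after 48 h compound exposure at 37 °C gave viability of IDH1-knockdown HT-1080 cells. Activity was normalised to DMSO and cell-free wells, then fitted as concentration-response curves.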
# ATXN2 expr inh: Primary qHTS for Inhibitors of ATXN expression; 0.72% of 360,000 active; HEK-293 ATXN2-luciferase reporter, luminescence, 24 h; Potency, µM (doses to about 57 µM), for inactives: at the top dose activity change, negative = inhibition, actives largely listed as inhibitors; further: potency means the concentration at half of the fitted maximal effect; on the % scale 0 is the no-effect control and ±100 the full control effect; nearly all actives have a fitted effect of over 55% in size
#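 qHTS (up to 57 uM final) was run with 24 h compound exposure of reporter cells at 37 °C. Each well was multiplexed: SteadyGlo luminescence measured ATXN2-luciferase expression after a fluorogenic Gly-Phe-AFC viability readout (25 uM final).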
# SW480 rereplic: A quantitative high throughput screen for small molecules that induce DNA re-replication in SW480 colon adenocarcinoma cells; Potency, µM (doses to about 46.1 µM), for inactives: at the top dose re-replication activation, usual class: activators; AID 624297, 2012; 1.8% of 340,000 active; SW480 DNA re-replication, Hoechst DNA content imaging, 48 h; further: potency means the concentration at half of the fitted maximal effect; % of control where 0% means no effect; nearly all actives have a fitted effect of over 55% in size
#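 Readout is total intensity of Hoechst-stained nuclei, excited at 405 nm and collected at 500-530 nm. Compound treatment lasted 48 hr at 37 C in 5% CO2 before staining.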
# IL1B secr inh: qHTS for Inhibitors of Inflammasome Signaling: IL-1-beta AlphaLISA Primary Screen. 4.7% of 360,000 active. THP-1 LPS/ATP IL-1B secretion, AlphaLISA, 16 h; active compounds read low. activity change, % at 57.5 µM; in the data active means activity change below about -50%; inconclusive means mostly about -30% to -49%; further: on the % scale 0 is the no-effect control and ±100 the full control effect
#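 Secreted IL-1B measured by AlphaLISA bead assay after 16 h compound exposure of THP-1 cells; compounds (final up to 57.5 uM) added 1 h before LPS (250 ng/mL) and ATP (1.25 mM) stimulation; lower signal means less secretion.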
# * = called active by the depositor; i = inactive; ? = inconclusive; / = not tested or not shown; [ ] = dose if it differs, or a comment. Unless noted, the call rests on the fitted dose curve; in most records, active means well fitted curve in the direction sought with a large enough effect; inconclusive means small, poorly fitted or top-dose-only effect, or another doubt; inactive means no such curve, though single readings can be large; an effect the other way counts as inactive or inconclusive. An unsorted share of the library; overall some 11% were active at least once.
# Order of results – KB-V1 MDR tox, HT1080NT lethal, MCF10A rerep, ATXN2 expr inh, HT1080 IDH1KD tx, KB-3-1 cytotox, SW480 rereplic, IL1B secr inh, S2 tox
Cc1ccc(Cn2c(C3CCCN3c3nc(-c4ccc(F)cc4)cs3)nc3cc(C(F)(F)F)ccc32)cc1 (stereo not drawn)
  0%, 0%, 15%, 11%, -6%, 10%, -10%, 24, ?
NC(=O)c1ccc(=O)n(C2OC(CO)C(O)C2O)c1 (stereo not drawn)
  ?, 3%, 38%, 6%, ?, 2%, 18%, -8, i
COc1ccc(OC)c(NC(=O)COc2ccc(Br)cc2)c1
  -12%, 8%, 20%, /, -9%, 2%, 3%, -1, i
COC(=O)NCc1ccc(Cl)c(Cl)c1
  2%, -11%, -2%, -6%, -13%, -1%, -6%, -8, i
CCn1nc(C)c(CNC(=O)Nc2ccc3c(c2)OCO3)c1C
  -11%, 24%, -3%, 33%, 15%, -8%, -1%, 23, i
CCC(CO)Oc1cc(NCc2cccc(C(F)(F)F)c2)c2ncn(C(C)C)c2c1 (stereo not drawn)
  -1%, 9%, -31%[inhibitor], -26%, -2%, -8%, 10%, 0, ?
Cc1ccc2nc(C3CCCN(C(=S)Nc4cccc(C)c4C)C3)[nH]c2c1 (stereo not drawn)
  -10%, ?, -1%, ?, ?, -7%, -7%, -6, ?
O=C(/C=C/c1ccc2ccccc2n1)c1cc(Cl)ccc1O
  12%, -4%, 12%, 61%[activator], -21%, 12%, 11%, -7, i
COc1cc(C2NCC(c3ccc(Cl)cc3Cl)c3c2[nH]c2ccccc32)cc(OC)c1OC (stereo not drawn)
  ?, 18µM*, 18µM*, -24%, 15µM*, 18µM*, ?, -66*, i
CC(C)c1ccc2[nH]c3c(c2c1)CCCC3=O
  13µM*, 21µM*, -3%, -12%, ?, -6%, -6%, -5, i
C/C(=N/N=C(/N)SCc1ccccc1)C(C)(C)C
  ?, 5%, 4%, 29%, 0%, -1%, -1%, -7, i
CC1CC(C)CN(c2nc3c(c(=O)n(C)c(=O)n3C)n2C)C1 (stereo not drawn)
  4%, 2%, -4%, -4%, -2%, 1%, 1%, 6, i
Cc1ccc(-c2ccc(CN3C(C(C)C)C(=O)N(Cc4cn(CCC5OCCO5)nn4)CCS3(=O)=O)cc2)cc1 (stereo not drawn)
  ?, ?, /, ?, ?, 18µM*, /, 15, ?
Cc1ccc(S(=O)(=O)N2CCCC(C(=O)NCc3ccco3)C2)cc1Cl (stereo not drawn)
  -21%, 10%, 3%, -23%, 6%, -3%, -1%, -8, i
N#Cc1cccc(C(=O)Nc2cc(S(=O)(=O)N3CCOCC3)ccc2N2CCCC2)c1
  9%, -3%, 26%, -7%, 2%, -10%, -7%, -21, i
CC1(C(=O)NC2CCCC2)CCC(=O)N1Cc1ccccc1Cl (stereo not drawn)
  2%, 25%, 8%, 4%, 11%, 7%, -15%, 9, i
CCOC(=O)c1ccc(N(C(=O)c2cnccn2)C(C(=O)NC2CCCCC2)c2cn(C)nc2C)cc1 (stereo not drawn)
  3%, 2%, 1%, /, 2%, 16%, -2%, 0, /
COc1ccc(C2C(Oc3ccccc3C)C(=O)N2Cc2ccc(F)cc2)cc1OC (stereo not drawn)
  ?, -16%, 2%, -14%, 0%, ?, -3%, ?, i
CCC1=NN(C(=O)c2ccccc2O)C(O)(c2ccccc2)C1 (stereo not drawn)
  ?, ?, ?, -39%, ?, ?, 16µM*, 107, /
CCOC(=O)Cc1nn2c(=O)cc(C)nc2s1
  -5%, 1%, -1%, -6%, 0%, -6%, 2%, 5, i
CC1CCCCC1NC(=O)C1Cc2ccccc2CN1S(C)(=O)=O (stereo not drawn)
  -13%, 2%, 1%, 1%, 1%, -4%, -3%, 6, i
CC1CN(C2CCN(C(=O)c3cccc(Cl)c3)CC2)CC(C)O1 (stereo not drawn)
  -3%, 8%, 4%, -1%, 13%, -6%, 4%, 5, i
Cc1ccc(NC(=O)Cc2ccc(Cl)cc2)nc1
  -6%, -12%, 0%, 9%, 3%, 23%, -18%, -15, /
Cc1ccc(NC(=O)CSc2nnc(C)c(=O)n2N)cc1Cl
  -3%, 2%, 7%, 0%, -4%, ?, 12%, -11, i
COc1ccc(Br)cc1CN(C)C(=O)c1ccccc1SCC(=O)N1CCCC1
  -3%, -11%, 10%, 0%, -11%, 0%, -34%[inhibitor], -53*, i
COc1ccc(-c2nn(-c3ccccc3)cc2C(=O)Nc2nccs2)cc1OC
  -9%, -2%, ?, -3%, -23%, -21%, 5%, -52*, i
COc1ccc(-n2c(SCC(=O)NNC(=O)c3ccc(C)cc3)nnc2-c2ccncc2)cc1
  ?, 14%, 2%, -2%, 25%, 3%, -2%, -6, i
COc1ccc(Cc2nnc(NS(=O)(=O)c3ccc(NC(C)=O)cc3)s2)cc1
  8%, 9%, -1%, 8%, 12%, 15%, 4%, 1, i
Cn1cnnc1SCC(=O)Nc1ccccc1
  1%, 17%, -3%, 2%, 10%, 3%, -13%, 2, i
CCN(CC)c1nc(Nc2ccccc2)nc(Oc2ccc(C(=O)OC)cc2)n1
  ?, 7%, ?, -18%, 6%, ?, 21µM*, 0, i
OC1CNc2c(ccc3ccccc23)C1 (stereo not drawn)
  16%, 15%, -1%, 1%, 12%, -1%, -5%, -4, i
CSc1ncnc2c1ncn2CCCNCC(C)c1ccccc1 (stereo not drawn)
  ?, 0%, /, -4%, 0%, 0%, /, 18, i
CC(C)(C)C(=O)Nc1cccc2[nH]ncc12
  -1%, 1%, 0%, -23%, 20%, -7%, 2%, 1, i
COc1ccccc1CNC(=O)COC(=O)c1ccc([N+](=O)[O-])o1
  -9%, -4%, 0%, -2%, -5%, 0%, -16%, -26, i
COC(=O)c1cc(C(=O)OC)cc(-n2c(C)cc(C(=O)CC#N)c2C)c1
  -29%, 3%, 19%, -15%, -2%, -11%, -2%, 1, i
CCOCCCNC(=O)c1ccccc1NC(=O)C1=C(C)OCCS1
  -4%, -4%, 0%, -1%, 9%, 0%, 2%, 41, i
CN(Cc1ccc(F)cc1)C(=O)c1ccc2c(c1)NC(=O)CS2
  -2%, 2%, -11%, -6%, 5%, 0%, -735%[1.84 µM], -24, i
Cc1ccc(S(=O)(=O)N2CCCC2)cc1C(=O)NC1CCCCC1
  /, 2%, -3%, -10%, 11%, /, 2%, -6, i
Cc1ccc(NNC(=O)c2snnc2C)cc1Cl
  5%, -3%, 1%, 12%, -7%, 1%, 2.3µM*, -10, i
COc1ccc(-c2cc(N3C(=O)Nc4ccccc4N3O)n[nH]2)cc1
  -33%, 19%, -3%, -11%, 0%, 8%, 0%, 19, i
C(=N\n1cnnc1)/c1cccs1
  5%, -3%, -9%, 2%, 13%, 19%, 6%, 11, i
COC(CNC(=O)c1ccc(Cn2c(=S)[nH]c3cc4c(cc3c2=O)OCO4)cc1)OC
  -17%, -1%, 17%, 4%, 3%, 18%, -1%, 24, ?
O=C(OC1CCCCC1=O)c1ccc(S(=O)(=O)Nc2ccccc2)cc1 (stereo not drawn)
  10%, 3%, 7%, -1%, -2%, 8%, -14%, 54, i
CCOc1ccc(NC(=O)CN2CCN(CC(=O)Nc3ccc(N(CC)CC)cc3)CC2)cc1
  9%, /, /, 21%, /, 6%, /, /, i
CC(=O)Nc1ccc(S(=O)(=O)NNC(=O)c2ccc3c(c2)OCO3)cc1
  0%, 1%, -33%[inhibitor], 7%, -9%, -4%, -24%, i, i
C=CC[C@@H](Cc1ccc(F)cc1)C(=O)OC[C@@H]1CCCN1C(=O)[C@H](CC=C)CC(=O)N(CCO)Cc1ccccc1
  21µM*, -20%, 1%, ?, -7%, ?, 1%, -61*, 20µM*
COc1ccc(C2Nc3ccccc3C(=O)N2Cc2ccccc2)cc1CSc1ccccn1 (stereo not drawn)
  4.6µM*, 0%, 14%, -6%, 6%, 4%, -5%, /, i
Cc1ccc(SCCSc2nc(N)cc(=O)[nH]2)cc1
  8.2µM*, -4%, 17%, /, -3%, -21%, -3%, 9, i
Cc1ccccc1-c1cc2nc(Oc3cccc4ccccc34)n(C)c(=O)c2s1
  -9%, -9%, /, 37%[activator], 9%, 12%, /, 47, i
CCN(CC(=O)Nc1c(F)cccc1F)C(=O)c1cc(-c2cccs2)nn1-c1ccccc1
  ?, 8%, ?, 2%, 1%, -2%, -2%, -13, i

# The list continues:
# Order of results – KB-V1 MDR tox, HT1080NT lethal, MCF10A rerep, ATXN2 expr inh, HT1080 IDH1KD tx, KB-3-1 cytotox, SW480 rereplic, IL1B secr inh, S2 tox
CC(C)[C@H](NC(=O)c1ccccc1)C(=O)N1CCc2ccccc21
  -4%, 0%, -8%, 4%, -2%, -6%, -15%, 48, i
O=C(O)CNC(=S)N(Cc1ccco1)Cc1ccccc1Cl
  10%, 7%, -7%, 0%, 14%, 18%, -10%, 16, i
CC(=O)Nc1cccc(NS(=O)(=O)c2cc3c4c(c2)CCN4C(=O)CC3)c1
  -4%, 11%, -2%, 0%, 18%, 0%, -6%, 4, i
O=C(O)c1cc(-c2ccc(Cl)s2)[nH]n1
  -3%, 15%, -6%, -7%, 3%, 6%, -4%, 14, i
Cc1cccc2c1cnn2C(=O)Nc1cc(F)ccc1F
  ?, 21%, -2%, /, 19%, 0%, -18%, 13, i
Cc1ccc(S(=O)(=O)N2C[C@H]3[C@H]4C(=O)N(Cc5ccccc5)C(=O)[C@H]4CC(=O)[C@H]3[C@@H]2c2cccc3ccccc23)cc1
  10%, 14%, /, 1%, 13%, 0%, /, -9, i
